M17LAP inhibition: P. falciparum M17LAP inhibitors, primary screen, biochemical, fluorogenic H-Leu-NHMec substrate, 1536-well (AID 1619); recombinant M17LAP, H-Leu-NHMec fluorogenic kinetic assay; higher % means a stronger effect; inhibition, % at 30 µM, or IC50 in µM where a hit was titrated; actives 0.38% (n = 220,000);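 active = compound inhibiting the enzyme by more than half at any dose during confirmatory dose-response retesting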;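 note: plate controls were full reaction with DMSO carrier for no effect and no enzyme background for full effect; strong numbers were not always called active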
CSM14.1 death rescue: protection against thapsigargin-triggered cell killing – 384-well, CSM14.1, ATP luminescence, primary screen (AID 1222) | CSM14.1 thapsigargin-induced death rescue, ATP luminescence; higher % means a stronger effect | cellular ATP content (survival), % at 20 µM; hits with a dose series show EC50 in µM | 190,000 tested, under 10 active;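 active = EC50 below 50 µM in the dose-response confirmation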;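 note: death triggered by thapsigargin at about 15 µM added after 2 h compound pretreatment; cell ATP read after overnight thapsigargin exposure of roughly 18 to 22 hours; normalized against plate controls of thapsigargin alone and 5% DMSO vehicle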
P. falciparum M1AAP: P. falciparum M1AAP inhibitors, biochemical, fluorogenic H-Leu-NHMec substrate, 1536-well (AID 1445); one-dose inhibition, % at 30 µM; IC50 in µM for titrated hits; actives 0.42% (n = 220,000); recombinant M1AAP, H-Leu-NHMec fluorogenic kinetic assay; higher % means a stronger effect;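 active = primary inhibition above the hit cutoff, then over 50% inhibition at one or more dose response concentrations, cut at about 23% in these data, passing the limit was not always enough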;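 note: plate controls were DMSO full reaction for no effect and no enzyme background for full effect; strong numbers were not always called active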
Dynein cargo inh: dynein cargo transport inhibition; actives 0.47% (n = 220,000); z-score, hits read low; 3617.4 mouse cells, GR-EGFP nuclear translocation imaging; test concentration mostly 20 µM; stimulated with dexamethasone, 1 µM; hits give low values;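 active = plate z-score of nuclear minus cytoplasmic receptor signal below a set negative limit, without overly bright fluorescence or cell loss, cut at about -3.5 in these data, passing the limit was not always enough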;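 note: z-score of nuclear minus cytoplasmic ring GR-EGFP intensity difference per well; some compounds called inactive have numbers as strong as hits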
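medium = tetracycline-free induction medium containing charcoal-stripped FBS | probe or stimulus = dexamethasone, 1.0 µM final | timing = 48 h induction, then 1 h compound, then 30 min agonist, 37 °C | detection = automated 10x imaging of fixed Hoechst-stained cells | read-out basis = nuclear versus cytoplasmic GR-EGFP signal, averaged per well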
Lipid droplet: modulators of hepatic lipid droplet formation. AML12 mouse hepatocytes, oleate lipid droplets, BODIPY imaging. inhibition, % at 6.5 µM. actives 0.4% (n = 240,000). AID 1656;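 active = lipid droplet intensity inhibited by at least 50%, with more than 500 cells counted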
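Assay system: AML12 hepatocytes (mouse) / Also added: 100 µM oleic acid challenge / Times: overnight treatment with compound plus oleate / Detection: high-content imaging of BODIPY-stained droplets and DAPI nuclei / Evaluation: % inhibition of lipid droplet signal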
MT stabilize HCS: microtubule stabilizers in HeLa cells. AID 2205. actives 0.83% (n = 200,000). % tubulin-high responders, % at 10 µM. HeLa tubulin immunostaining HCS, 24 h; share of cells brighter than vehicle mean+2SD;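 active = plate Z-score above 3 for both tubulin-high and condensed-nucleus cell shares, with cell loss under 80%, at 10 µM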;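 note: anti alpha tubulin signal scored within the nucleus-defined area of each cell; some results filed as inactive read as strong as hits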
Yfh1-depleted yeast: mitochondrial function rescue without frataxin homolog – Friedreich's ataxia, plus single-dose screen, dose response (AID 1465); S. cerevisiae Yfh1-off respiration, WST-1 reduction, 72 h; higher fold induction means a stronger effect; one-dose fold induction at 50 µM; EC50 in µM for titrated hits; actives 0.074% (n = 220,000);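 active = fold induction of absorbance versus untreated yeast above a set limit, then at least 30% activation at any dose in follow-up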;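 note: activators that raise dye reduction in frataxin-depleted yeast; strong numbers were not always called active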
Insulin prom up: MIN6 insulin promoter up-regulation; MIN6 insulin promoter-GFP reporter, high-content imaging; hits give high values; z-score at 5 µM; actives 0.3% (n = 190,000);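 active = z-score above 3 at 5 µM with at least 500 cells counted in the well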
Autophagy HCS: modulators of autophagy. MEF GFP-LC3 puncta imaging; test concentration mostly 10 µM. calls only at 10 µM (by protocol). actives 0.98% (n = 190,000);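 active = percentage of spot-positive cells more than 3 SD above its plate mean, without a fluorescence outlier flag or 80% toxicity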;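 note: spot-positive cell cutoff set from DMSO-treated cells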
Dynein cargo inh cytoplasmic EGFP: further read-out of Dynein cargo inh, marked with its call; z-score; measured here: cytoplasmic GR-EGFP intensity; hits give high values
Dynein cargo inh nuclear GR-EGFP: recorded beside Dynein cargo inh, whose call it bears; z-score; measured here: nuclear GR-EGFP intensity;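 lower value marks the stronger effect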
Dynein cargo inh cell count: second read-out of Dynein cargo inh, no call of its own (marks repeat the call); z-score; measured here: cell count per field
Insulin prom up cell count: second read-out of Insulin prom up, no call of its own (marks repeat the call); cell count; measured here: cytotoxicity, nuclei count;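 total cells summed across four imaged fields per well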
Lipid droplet cells 6.5 µM: also measured in Lipid droplet; calls as there; cell count; measured here: cell count, cytotoxicity flag;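 cells counted across two imaged fields per well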
MT stabilize HCS Hoechst-high %: also measured in MT stabilize HCS; calls as there; % Hoechst-high responders; measured here: nuclear condensation Hoechst responders;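 share of cells brighter than vehicle mean plus two SD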
MT stabilize HCS cytotoxicity %: also measured in MT stabilize HCS; calls as there; toxicity, %; measured here: cytotoxicity by cell density;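 0% = mean cell density of plate MIN control wells and 100% = no cells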
Autophagy HCS cell loss 18 h: second read-out of Autophagy HCS, no call of its own (marks repeat the call); toxicity, %; measured here: cell loss, nuclei count;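 cell loss after 18 h compound exposure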
* marks the source's active call; other numbers are inactive results; i = inactive; / = not tested or not shown.

SMILES	M17LAP inhibition	CSM14.1 death rescue	P. falciparum M1AAP	Dynein cargo inh	Dynein cargo inh cytoplasmic EGFP	Dynein cargo inh nuclear GR-EGFP	Dynein cargo inh cell count	Lipid droplet	Lipid droplet cells 6.5 µM	MT stabilize HCS	MT stabilize HCS Hoechst-high %	MT stabilize HCS cytotoxicity %	Yfh1-depleted yeast	Insulin prom up	Insulin prom up cell count	Autophagy HCS	Autophagy HCS cell loss 18 h
COc1ccc(Cn2ccnc2)cc1[N+](=O)[O-]	11.3%	-1.4%	4.9%	0.65	-0.068	0.669	-1.73	11.0	697	2.0	1.6	12.9	i	-0.06	1252	i	-14.6
Cc1ccc(-c2cn3cc([N+](=O)[O-])ccc3n2)cc1	19.4%	-11.6%	-0.6%	1.07	-0.172	0.62	-1.68	7.1	650	3.3	4.8	1.9	i	0.01	1264	i	5.8
COc1cc2c(cc1OC)C(c1ccc3c(c1)OCO3)C1=C(CC(C)(C)CC1=O)N2 (centres undefined)	1.5%	-0.4%	11.0%	-0.299	-0.205	0.00327	0.403	/	/	1.9	1.2	7.2	/	-0.23	1484	i	22.0
CC1CCC(C(=O)NC(C(=O)NCCCN2CCOCC2)C(C)C)CC1 (centres undefined)	10.5%	-1.6%	-1.0%	0.282	-0.325	0.306	0.311	/	/	1.6	3.6	21.9	i	-0.37	1182	i	58.1
O=C(Nn1cnnc1)c1cc2c(s1)CCCCC2	-2.6%	-2.8%	13.2%	0.744	-0.225	0.372	0.646	14.8	787	3.9	1.9	4.0	/	-1.02	1019	i	1.2
O=C(NNc1c2ccccc2nc2ccccc12)c1cc2ccccc2cc1O	-7.0%	-0.5%	11.3%	-2.18	0.547	-1.29	-0.119	-0.6	571	7.9	2.8	9.1	i	-0.44	1000	i	8.9
COc1ccc(S(=O)(=O)N2CCC(C(=O)N3CCCCC3)CC2)cc1OC	4.8%	-0.9%	2.2%	-0.274	-0.483	-0.111	0.972	/	/	4.1	2.7	9.5	i	-0.6	1708	i	13.9
CC(C)(C)n1nnnc1C(c1cc2cc3c(cc2[nH]c1=O)OCO3)N1CCN(c2ccccc2)CC1 (centres undefined)	-18.2%	-0.5%	6.4%	-0.568	-0.18	-0.111	0.492	/	/	2.9	2.3	8.1	i	-0.41	1474	i	-5.6
C=CCNc1nnc(SC2CC(=O)N(c3ccc(OCCC)cc3)C2=O)s1 (centres undefined)	15.4%	-0.4%	6.7%	-1.07	-0.147	-0.327	0.117	10.3	689	2.1	1.1	4.1	i	-0.02	873	i	-6.6
CC(C)(C)OC(=O)NCCCC[C@H](NC(=O)c1nc[nH]c1C(=O)N1CCN(c2ccccc2)CC1)C(=O)OC(C)(C)C	-13.6%	/	-6.4%	-0.753	-0.814	-0.339	0.391	-22.5	668	/	/	/	i	-1.43	1013	/	/
COc1cccc(OCCCCCN2CCOCC2)c1	-0.8%	/	4.3%	-0.35	-0.257	0.00343	-0.0273	/	/	3.9	3.4	4.4	i	0.07	1104	i	2.9
CCOC(=O)N1CCN(C(=O)C(C)N(c2ccc(Oc3ccccc3)cc2)S(C)(=O)=O)CC1 (centres undefined)	8.9%	/	1.9%	0.2	-0.13	0.309	-0.141	-2.3	679	1.8	1.5	7.1	i	-1.79	836	i	-2.1
CCOC(=O)c1c(C)nc2c(c1-c1ccccc1)C(=O)c1ccccc1-2	0.5%	-1.3%	-2.9%	-0.564	-0.178	-0.43	0.162	/	/	0.7	1.8	5.5	i	-0.73	1259	i	2.4
Clc1ccc2oc(-c3ccccc3)nc2c1	2.4%	-3.4%	-7.2%	0.198	0.0197	0.0554	0.0838	6.8	781	2.0	1.9	9.3	i	0.55	1033	i	1.1
NC(=O)c1cc(N)ccc1N1CCCCC1	0.2%	-1.6%	3.0%	-0.902	0.152	-0.454	0.968	2.0	721	3.1	1.9	10.8	i	-0.02	1220	i	-4.9
CCOc1ccccc1-n1c(SCC(N)=O)nnc1-c1cccnc1	-3.0%	-2.8%	8.4%	-0.961	-0.182	-0.322	0.0572	-2.5	729	2.8	2.9	10.7	i	0.35	1313	i	0.4
C=CCn1c(SCC(=O)NC2CCCCC2)nnc1-c1ccc(OC)cc1	14.3%	-2.5%	0.0%	0.32	-0.255	0.689	0.643	14.0	674	3.3	1.1	11.9	i	0.68	1230	i	18.3
CCC(CC)c1nnc(NC(=O)c2ccc(N3CCCC3=O)cc2)s1	-5.9%	-1.5%	-6.0%	-0.974	-0.147	-0.264	0.308	/	/	2.5	2.2	9.3	i	-0.8	1442	i	-7.0
CCC(C)NC(=O)c1c(-c2cc(Cl)c(OC)c(Cl)c2)noc1C (centres undefined)	0.7%	-3.0%	1.3%	0.52	-0.228	1.09	0.157	-2.0	726	2.9	1.7	7.6	/	-0.76	1235	i	7.2
Cc1cc(NS(=O)(=O)c2ccc(OCCNS(C)(=O)=O)cc2)no1	-7.6%	-1.4%	-1.5%	2.29	0.0314	1.66	-1.23	14.8	775	2.1	3.4	7.1	i	-0.96	1179	i	-5.4
CCN(CCCNC(=O)CSc1cc(=O)n(C)c2cc(Cl)ccc12)Cc1ccccc1	-0.1%	1.2%	2.3%	0.321	-0.31	0.0865	0.863	18.8	704	2.9	3.6	7.8	i	0.69	1081	i	-1.3
CSc1nc(N)nc(SC2C=CCCC2)c1C#N (centres undefined)	2.7%	-1.9%	-0.5%	2.04	0.278	1.24	-0.392	0.5	802	3.1	2.1	3.5	i	0.82	1340	i	3.5
O=c1c2ccccc2nnn1CSc1nnc(-c2cccs2)n1Cc1ccccc1	-10.4%	-1.3%	3.0%	0.386	-0.275	0.833	0.0651	-20.2	766	2.1	1.7	1.9	i	-1.1	1202	i	4.7
O=C(O)c1cccc(NS(=O)(=O)c2ccc3c(c2)C(=O)c2ccccc2C3=O)c1	32.3%	/	17.8%	0.274	0.112	-0.109	0.479	-48.2	712	/	/	/	i	-0.15	1387	/	/
C=C(C)COc1ccc(-c2[nH]ncc2-c2ccccc2OC)c(O)c1	4.1%	1.5%	5.7%	-1.05	-0.177	-0.835	0.76	/	/	28.8*	22.5*	57.3*	/	-0.47	1068	i	2.4
COC(=O)C(O)(NC(=O)OCc1ccccc1)C(F)(F)F (centres undefined)	-4.8%	/	17.5%	1.71	0.11	1.89	-2.7	-22.4	657	2.2	2.1	0.2	i	-0.48	1348	i	-6.0
COc1ccc(C)cc1S(=O)(=O)NC1CCCCC1C (centres undefined)	1.5%	-1.4%	9.5%	-1.55	-0.231	-0.9	1.65	-20.3	725	3.2	3.1	7.8	i	0.19	1302	i	6.7
COc1ccc(C(=O)Nc2ccc(C(=O)OCC(=O)c3cccc4ccccc34)cc2)cc1	1.2%	-1.3%	13.0%	-0.702	-0.293	-0.439	0.552	7.1	691	10.1	2.3	6.4	i	1.22	1383	i	1.9
Cc1cc(CNC(=O)CC2C(=O)NCCN2Cc2ccc(-c3ccccc3)cc2)nn1C (centres undefined)	18.4%	0.9%	0.0%	0.374	-0.159	0.331	-1.21	11.0	683	1.0	2.1	9.6	i	0.03	1420	i	1.9
O=C(Nc1nc2ccccc2[nH]1)c1ccc(Cl)c([N+](=O)[O-])c1	1.9%	-0.9%	0.9%	-0.611	-0.313	-0.406	0.673	-0.2	678	3.8	2.2	18.3	i	-0.52	1531	i	-2.2
C/C(=N\NC(=O)c1csc(C)c1C)c1ccc(Cl)s1	-9.8%	-2.6%	4.1%	-0.409	-0.119	-0.211	1.74	-0.2	767	2.7	2.4	9.7	i	/	/	i	2.5
COc1ccccc1CN=c1c([N+](=O)[O-])nn(-c2ccc3c(c2)OCCO3)n1O	9.0%	-2.3%	6.5%	0.205	-0.302	-0.169	0.157	-16.8	666	5.9	3.2	7.4	i	-0.11	1232	i	12.4
CCOC(=O)c1sc(-c2ccc(F)cc2)cc1N	-1.7%	2.6%	8.9%	-0.42	0.858	0.147	-1.25	-1.1	742	2.3	1.3	6.5	i	-0.34	896	i	-1.5
CN(Cc1ccccc1)S(=O)(=O)c1ccc2[nH]cc(C(=O)NCC3CCCO3)c(=O)c2c1 (centres undefined)	-11.8%	-2.7%	1.1%	-0.841	-0.404	-0.32	0.804	-4.2	716	3.3	2.6	8.8	/	/	/	i	1.1
CCc1ccc2oc(=O)cc(CN3CCOCC3)c2c1	13.3%	3.9%	-1.8%	0.291	-0.209	0.113	0.203	8.7	787	1.8	1.6	11.5	i	0.21	994	i	-7.8
Cc1nnc(NC(=O)CCSCCC(=O)Nc2nnc(C)s2)s1	8.1%	0.5%	-0.2%	-0.138	-0.313	0.592	-0.435	2.2	705	3.3	1.6	9.6	i	0.01	1402	i	6.4
COc1cc(OC)cc(C2C(C#N)=C(N)Oc3n[nH]c(-c4cccnc4)c32)c1 (centres undefined)	28.5%	-0.7%	14.9%	-0.512	-0.057	-0.174	-0.719	-1.1	785	2.4	0.9	1.1	i	0.75	1186	i	-1.9
OCCC1CN(Cc2nc3ccc(F)cc3[nH]2)CCN1C1CCCC1 (centres undefined)	13.4%	/	1.5%	0.346	-0.218	0.166	0.605	-4.0	722	/	/	/	i	-0.43	979	/	/

Assay outcomes: PubChem, several laboratories
